Screens from PubChem.
C2C12 statin – suppressors of statin myotoxicity in C2C12 myotubes, primary screen, cell-based, single point, plate reader. C2C12 myotubes + simvastatin, ATP luminescence, 48 h; scaled: DMSO 0, geranylgeraniol control 100. rescue of ATP level, % at 7.49 µM. 330,000 compounds, 0.78% hits;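 active means mean ATP rescue above about 67%, or every replicate alone reaching that limit, limit read from the data, passing the limit was not always enough; inconclusive means no clear call, values can overlap the other calls; inactive means mean under the limit and some replicate under it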;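 further: myotubes were challenged with 10 µM simvastatin during compound exposure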
E-selectin induc – E-selectin induction in HUVECs, primary screen, imaging, HUVEC, immunofluorescence imaging, single point. normalized: neutral wells 0, TNF-alpha wells 100. AID 686992, 2013. 260,000 compounds, 0.37% hits. activation, % at 7.58 µM;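 active means mean E-selectin-positive cell signal at least 10% of the positive control, reached in at least 60% of replicates, without over 20% cell loss; inconclusive means no rule given, readout overlaps actives, possibly toxicity-flagged; inactive means the rest, including those meeting only one limit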;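 further: in these data hits start at about 27%; measured in HUVEC primary endothelial cells; signal is the percent of cells scored E-selectin positive by PE staining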
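Material: HUVEC primary endothelial cells; Amount: 3,000 cells per well; Dosing: single concentration; Medium: EGM-2 growth medium on 0.1% gelatin-coated wells; Read-out basis: percent E-selectin-positive cells; Signal: immunofluorescence imaging; Control set: TNF-alpha, DMSO.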
ERp5 block – inhibitors of ERp5-driven insulin aggregation, primary screen, biochemical, turbidity, absorbance 650 nm, single point. 90 min. inhibition, % at 9.99 µM. 350,000 compounds, 0.05% hits. AID 651711, 2012;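 active means mean replicate inhibition above about 25%, with every replicate also reaching it, limit read from the data, passing the limit was not always enough; inconclusive means only one of those two criteria met; inactive means neither criterion met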
Target sequence (Q15084 whole entry, looked up): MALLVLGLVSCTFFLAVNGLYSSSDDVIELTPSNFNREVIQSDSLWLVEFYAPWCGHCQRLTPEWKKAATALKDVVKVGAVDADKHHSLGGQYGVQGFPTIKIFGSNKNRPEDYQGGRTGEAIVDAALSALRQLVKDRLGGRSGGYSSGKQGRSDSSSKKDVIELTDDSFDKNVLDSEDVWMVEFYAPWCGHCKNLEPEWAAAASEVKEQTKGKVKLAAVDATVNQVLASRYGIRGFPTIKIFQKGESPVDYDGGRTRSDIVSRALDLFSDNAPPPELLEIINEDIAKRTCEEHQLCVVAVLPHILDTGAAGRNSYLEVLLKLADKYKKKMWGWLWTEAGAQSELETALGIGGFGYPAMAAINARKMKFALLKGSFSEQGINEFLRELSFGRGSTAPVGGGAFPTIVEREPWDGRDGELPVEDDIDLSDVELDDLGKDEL
S100A4 MyoIIA – inhibitors of S100A4-myosin IIA peptide binding, primary screen, biochemical, fluorescence polarization, TAMRA-MyoIIA peptide; inhibition, % at 10.7 µM; 360,000 compounds, 0.14% hits; Protein S100-A4 (Homo sapiens), P26447;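 active means mean inhibition of at least 70% across replicates, with every replicate also reaching that level; inconclusive means mean inhibition reaches 70% but some replicates fall short; inactive means mean inhibition below 70%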
Target sequence (P26447 whole entry, looked up): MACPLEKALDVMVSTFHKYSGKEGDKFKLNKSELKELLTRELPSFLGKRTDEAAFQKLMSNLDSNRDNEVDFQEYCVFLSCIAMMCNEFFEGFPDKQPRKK
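Material: human S100A4 monomer with TAMRA-labelled myosin IIA peptide; buffer or medium: HEPES pH 7.2 with CaCl2, KCl, NaCl, DTT, Triton; compound dosing: one concentration per compound; schedule: 5 min incubation before reading; benchmarks: neutral control DMSO, positive control TFP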
PglD inh – C. jejuni PglD acetyltransferase inhibitors, primary screen, biochemical, DTNB colorimetric, single point; inhibition, % at 12.5 µM; purified PglD enzyme, DTNB colorimetric CoA detection; UDP-N-acetylbacillosamine N-acetyltransferase PglD (Campylobacter jejuni); 360,000 compounds, 0.098% hits; in the data active means inhibition above about 16%, passing the limit was not always enough; inconclusive means no clear call, values can overlap the other calls; further: strong numbers were not always called active
SIRT5 inh – SIRT5 desuccinylase inhibitors, primary screen, biochemical, fluorescence imaging, single point, set 5. NAD-dependent protein deacylase sirtuin-5, mitochondrial (Homo sapiens), Q9NXA8. Purified SirT5, succinyl-peptide AMC, trypsin-coupled fluorescence. inhibition, % at 15 µM. 330,000 compounds, 1.1% hits. AID 652115, 2013; in the data active means inhibition above about 15%; inconclusive means no clear call, values can overlap the other calls
Target sequence (Q9NXA8 whole entry, looked up): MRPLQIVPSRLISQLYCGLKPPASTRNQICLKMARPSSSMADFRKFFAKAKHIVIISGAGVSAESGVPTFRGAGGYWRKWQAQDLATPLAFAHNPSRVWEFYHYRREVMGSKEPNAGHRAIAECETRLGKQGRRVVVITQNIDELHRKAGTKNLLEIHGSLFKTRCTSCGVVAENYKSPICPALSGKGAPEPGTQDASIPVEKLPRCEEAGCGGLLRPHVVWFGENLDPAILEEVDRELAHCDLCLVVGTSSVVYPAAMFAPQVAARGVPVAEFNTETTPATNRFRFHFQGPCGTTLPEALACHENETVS
DENV2 CPE rescue – inhibitors of DENV2 cytopathic effect, primary screen, cell-based, plate reader, single concentration. DENV2-infected cells, cytopathic effect rescue. CPE inhibition, % at 9.99 µM. 350,000 compounds, 1.7% hits. AID 651640, 2012; in the data active means CPE inhibition above about 20%, passing the limit was not always enough; inconclusive means no clear call, values can overlap the other calls; tested in BHK-21 cells;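 further: 0% = median of neutral control wells and 100% = median of positive control wells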
* hit, by the source's call; ? = inconclusive; nt = no result given; & = joins results of further samples. These rows are one share of the data, so the mix of outcomes need not match the whole.

smiles	E-selectin induc	DENV2 CPE rescue	C2C12 statin	ERp5 block	PglD inh	S100A4 MyoIIA	SIRT5 inh
O=C(CCNC(=O)c1ccccc1Cl)NCC1COc2ccccc2O1 (stereo not given)	-0.2	13	5	2	2	-5	-1
Cc1ccc(Cc2cnc(N3C(=N)SC(C)C3=O)s2)cc1 (stereo not given)	0.2	10	nt	6	nt	-5	0
Cc1cccc2cc(CN(Cc3ccc4c(c3)OCO4)Cc3nnnn3C3CCCC3)c(=O)[nH]c12	nt	4	2	3	0	9	-2
Cc1ccc(NC(=O)C2CC(=O)Nc3nc4ccccc4n32)c(C)c1 (stereo not given)	-0.3	14	nt	-1	0	2	1
CCCCN1C(C)=CC(=C2C(=O)c3ccccc3C2=O)C=C1C	nt	-3	nt	1	nt	-2	-3
C[C@@H]1CCCCO[C@@H](CN(C)C(=O)Nc2cccc3ccccc23)[C@H](C)CN([C@H](C)CO)C(=O)c2cc(NC(=O)NC3CCCCC3)ccc2O1	nt	-1	nt	-3	-1	-1	14
CCCc1cc(C(=O)Nc2ccc(C(=O)c3ccc(C)cc3)cc2)n(C)n1	-0.6	2	9	-2	-3	2	-7
COc1ccc(Cl)cc1CC1(C)C(=O)Nc2ccc(-c3ccccc3OC)cc21 (stereo not given)	-1.6	5	14	-1	-2	5	-1
OCCn1c(CSc2nnc(-c3ccco3)n2-c2ccccc2)nc2ccc(Cl)cc21	-0.8	nt	4	nt	-1	nt	nt
CCCN(C)C[C@H]1Oc2ncc(C#Cc3ccc(OC)cc3)cc2C(=O)N([C@H](C)CO)C[C@H]1C	-0.2	?	36	12	-1	42	9
CCOC(=O)C1CCN(c2c(N(C)Cc3ccco3)c(=O)c2=O)CC1	nt	-3	-8	-1	4	1	nt
CCOCc1[nH]c(=S)[nH]c(=O)c1Cc1ccc(OCC(C)C)cc1	nt	1	nt	-1	nt	-6	1
CN(C(=O)COC(=O)C1CCN(S(=O)(=O)c2cccs2)CC1)c1ccccc1	1.8	1	nt	-1	nt	-2	4
C[C@@H]1CN([C@@H](C)CO)C(=O)c2cc(C#CC3CCCCC3)cnc2O[C@H]1CN(C)Cc1ccncc1	1.0	-2	31	-1	-1	-16	-6
O=C(CN1CCN(c2ccccn2)CC1)Nc1ccccc1C(=O)Nc1ccccc1	-0.1	-5	-23	3	-3	-1	-6
CC(C)NC(=O)N(C)C[C@H]1Oc2ccc(NC(=O)Nc3ccccc3)cc2C(=O)N([C@@H](C)CO)C[C@H]1C	-3.8	6	-25	10	-2	6	-5
COc1cccc(S(=O)(=O)N2CC[C@H]3[C@@H](CO)N(C)c4ccc(C5=CCCCC5)cc4[C@H]32)c1	-0.4	-17	35	nt	1	nt	nt
C[C@H](O)[C@@H]1C(=O)N2CCc3ccc(-c4ccccc4)cc3[C@@H]2C[C@@H]1N(C)C(=O)NC1CCCCC1	-0.7	10	-2	-4	2	-1	-1
Cc1ccc(-c2ccc(CN3C(C)C(=O)N(Cc4cn(Cc5ccco5)nn4)CCS3(=O)=O)cc2)c(C)c1 (stereo not given)	-0.1	0	9	5	-4	-8	27*
O=C(NC1CCCCC1)c1ccc2c(c1)S(=O)(=O)c1ccccc1C2=O	0.2	nt	5	nt	0	nt	nt
COc1ccc(C(=O)Nc2ccc3c(c2)C(=O)N(C)C[C@@H](OC)[C@@H](C)CN(C)[C@@H](C)CO3)cc1	1.2	14	-13	-4	-4	5	-1
COc1ccc(Nc2nc(NCc3ccco3)nc(N)c2[N+](=O)[O-])cc1	nt	-2	nt	2	1	1	0
COc1ccc(Cc2nc3ccc(C(=O)N(C)Cc4nccs4)cc3o2)cc1OC	0.4	9	16	-10	-2	-5	-3
OC1(Cc2ccccc2)CCNCC1	-0.2	-5	-9	1	8	-4	1
CCOC(=O)C1CCCc2c1[nH]c1ccc(Cl)cc21 (stereo not given)	nt	2	nt	-3	nt	-1	3
COc1ccc(CN2C(=NC(=O)C3CCCCC3)SC3CS(=O)(=O)CC32)cc1 (stereo not given)	nt	-2	-1	0	-2	1	-3
Cc1ccc(-c2ccc([C@H]3[C@@H](CO)N4CCCCN(S(=O)(=O)c5cccc(C)c5)C[C@H]34)cc2)cc1	nt	-5	nt	-6	-6	0	19*
COc1ccc(/C=C/C(=O)NC(=S)Nc2ccc(N3CCN(C(C)=O)CC3)cc2)cc1	nt	6	nt	10	6	0	1
C[C@@H]1CN([C@@H](C)CO)S(=O)(=O)c2ccc(-c3ccncc3)cc2O[C@@H]1CN(C)Cc1cccnc1	0.2	-9	4	7	-2	12	3
CCOC(=O)C1=C(COC(=O)CCOc2ccc(OC)cc2)NC(=O)NC1C (stereo not given)	-0.1	-1	-2	-14	-4	-13	0
O=C(N[C@H](C(=O)N1CCC[C@H]1C(=O)NC1CCCC1)C1CCCCC1)c1nccs1	-0.2	9	nt	5	nt	-10	0
COC(=O)c1cc2c(c3c4cc(F)ccc4n(C(=O)c4ccccc4)c13)C(=O)N(Cc1ccco1)C2	0.8	-4	nt	1	nt	-2	nt
C[C@@H]1CN([C@@H](C)CO)C(=O)CCCn2nncc2CO[C@H]1CN(C)C(=O)Nc1ccc(F)cc1	0.2&0.0	7&-9	-4&-3	-5&2	-2&0	-3&7	-2&-7
COc1ccc(CN2c3ccccc3C(=O)CS2(=O)=O)cc1OC	-0.1	-7	nt	-3	nt	-2	-1
Cc1cccc(C)c1NC(=O)NCc1ccco1	0.0	4	6	1	1	3	-1
O=C(C[C@H]1CC[C@H]2[C@@H](COC[C@H](O)CN2Cc2ccc(Cl)cc2)O1)NCCc1ccccc1	0.1	1	7	-5	2	-5	-1
CNC[C@@H]1Oc2c(NS(=O)(=O)c3cn(C)cn3)cccc2C(=O)N([C@H](C)CO)C[C@H]1C	0.0	2	31	5	0	-2	3
CC1=C(C(=O)N(C(C)C)C(C)C)CC(CC(=O)NCCCCc2ccccc2)C(=O)N1Cc1ccccc1 (stereo not given)	-1.2	4	5	-1	5	-4	3
O=C(CN1C(=O)C2CCCCC2C1=O)Nc1ccc(OC(F)F)c(Cl)c1 (stereo not given)	0.5	-4	0	-10	-7	1	-2
Cn1cc(-c2ccccc2C(N)=O)c(=O)c2ccccc21	-3.7	2	7	-1	-2	8	7
O=C(c1ccc(S(=O)(=O)N2CCCCC2)cc1)N1CCN(CCN2C(=O)c3cccc4cccc(c34)C2=O)CC1	-1.9	4	nt	10	nt	2	0
COC(=O)C1CCC(=S)N1C(=O)c1ccccc1 (stereo not given)	nt	-3	2	6	4	-1	nt
COc1ccccc1-c1ccc2n(c1=O)C[C@@H]1[C@@H](CO)[C@H](C(=O)N(C)C)N[C@H]21	0.4	17	-19	-3	-2	5	-1
Cc1ccc(Cl)cc1NC(=O)CN1C(=O)NC2(CCCCCC2)C1=O	-0.2	2	12	0	5	9	-2
COc1ccc(C(=O)N2CCCCC2c2cc(C(=O)NCc3ccc(Cl)c(Cl)c3)no2)cc1 (stereo not given)	-0.4	-1	0	-8	0	-1	2
O=C(CCN1C(=O)c2ccccc2C1=O)Nc1nc2ccccc2s1	nt	3	nt	5	nt	-1	2
CO[C@@H]1CN(C)C(=O)c2ccc(NC(=O)C3CCOCC3)cc2OC[C@@H](C)NC[C@@H]1C	-0.1	13	2	-1	-1	nt	-1
C[C@H]1CN([C@@H](C)CO)C(=O)CCCn2cc(nn2)CO[C@H]1CN(C)S(=O)(=O)c1cccc(C#N)c1	0.1	9	nt	4	nt	0	3
CN1C(=O)[C@H]2[C@@H](/C=C/c3ccccc3)N3C(=O)CN(Cc4ccc(-c5ccccc5)cc4)C(=O)[C@@]3(Cc3ccccc3)[C@H]2C1=O	0.0	-15	7	-1	-1	-1	5
COc1ccc(CN(C)C[C@@H]2Oc3ccc(NC(=O)Nc4cccc5ccccc45)cc3C(=O)N([C@H](C)CO)C[C@H]2C)cc1	0.0	1	24	5	4	24	2

Next part:
smiles	E-selectin induc	DENV2 CPE rescue	C2C12 statin	ERp5 block	PglD inh	S100A4 MyoIIA	SIRT5 inh
Cc1ccc(NC(=O)n2ncc3c(C)cccc32)cc1F	nt	3	nt	4	nt	7	-5
O=C(NCCN1CCOCC1)[C@]1(CCS(=O)(=O)c2ccccc2)N=C(c2ccc(OCCCO)cc2)O[C@@H]1c1ccccc1	nt	12	nt	-4	7	1	-2
O=C1CC(NNc2nc3ccccc3s2)C(=O)N1c1ccc(F)cc1 (stereo not given)	2.8	3	-9	4	nt	3	-1
CCN(CCn1cccn1)C(=O)CC1C(=O)NCCN1CCc1ccccc1 (stereo not given)	-0.7	3	nt	-2	-5	-2	-1
C[C@H]1CCCCO[C@@H](CN(C)C(=O)Nc2ccc(F)cc2)[C@@H](C)CN([C@@H](C)CO)C(=O)c2cc(NS(=O)(=O)c3cccs3)ccc2O1	0.0	19	18	7	1	-7	4
O=C(C[C@H]1CC[C@H]2[C@@H](COC[C@H](O)CN2Cc2cccc(-c3ccncc3)c2)O1)N1CCCCC1	-0.1	-4	-18	-16	-1	29	-2
CC(=O)N(C)C[C@H]1Oc2cc(-c3ccccc3)ccc2S(=O)(=O)N([C@@H](C)CO)C[C@H]1C	0.7	-5	-9	4	1	-4	0
O=C(c1[nH]c(C(F)(F)F)nc1-c1ccccc1)N1CCN(c2ccc(C(F)(F)F)cn2)CC1	nt	-7	8	-17	-7	0	-5
CCCC(=O)C1C(=O)CC(CC(C)SCC)CC1=O (stereo not given)	nt	3	nt	-11	nt	-3	-5
Cc1ccc(-c2ccc3c(c2)O[C@H](CN(C)Cc2ccc(C(=O)O)cc2)[C@@H](C)CN([C@@H](C)CO)S3(=O)=O)cc1	0.7	-9	-15	-7	4	40	4
O=c1cccc2c1c1cc[nH]c3ccc(=O)n2c31	nt	-14	1	-4	5	-6	nt
COc1ccc(NC(=O)Nc2ccc(F)cc2)cn1	22	8	-10	5	-13	7	-4
N#C[C@H]1[C@@H](c2ccc(C3=CCCC3)cc2)[C@@H](CO)N1S(=O)(=O)c1ccccc1	1.9	-1	-7	2	6	-8	-1
CN(C)C(=O)c1cccc(-c2cccc(-c3nc(C(=O)N4CCOCC4)cc4c3[C@@H](CCO)N([S@](=O)C(C)(C)C)C4)c2)c1	0.4	1	-2	2	-3	-72	5
Cc1ccc(C)c(C(=O)OCC(=O)N(C)c2ccccc2)c1	nt	-1	5	2	-1	-5	-1
O=C(Nc1ccccc1)c1cc2ccc3ccccc3c2s1	nt	?	-19	4	6	6	-7
Cn1cnc(S(=O)(=O)N2C[C@@H](O)COC[C@H]3O[C@@H](CC(=O)NC4CCC4)CC[C@@H]32)c1	0.0	2	10	nt	-5	nt	nt
CC(=O)N1[C@H](CO)[C@@H](c2ccc(-c3cccc(F)c3)cc2)[C@H]1CNC(=O)C1CC1	0.1	124*	9	nt	4	nt	nt
COc1cccc(CN2CC(C(=O)N(C)C3CCOCC3)CCC2=O)c1 (stereo not given)	0.4	-4	-6	4	-2	-1	-5
